# GALK inh = inhibitors of human galactokinase | AID 1868 | Potency, µM (highest dose often 57.5 µM), inactives show at the highest dose activity change, negative = inhibition, most hits filed as inhibitors | Purified GALK, Kinase-Glo residual ATP luminescence | P51570 | actives 0.007% (n = 270,000); also: potency is read from the fitted curve at half-maximal effect; % is scaled to controls: 0 for no effect and ±100 for the full control effect
# Target sequence (P51570 whole entry, looked up): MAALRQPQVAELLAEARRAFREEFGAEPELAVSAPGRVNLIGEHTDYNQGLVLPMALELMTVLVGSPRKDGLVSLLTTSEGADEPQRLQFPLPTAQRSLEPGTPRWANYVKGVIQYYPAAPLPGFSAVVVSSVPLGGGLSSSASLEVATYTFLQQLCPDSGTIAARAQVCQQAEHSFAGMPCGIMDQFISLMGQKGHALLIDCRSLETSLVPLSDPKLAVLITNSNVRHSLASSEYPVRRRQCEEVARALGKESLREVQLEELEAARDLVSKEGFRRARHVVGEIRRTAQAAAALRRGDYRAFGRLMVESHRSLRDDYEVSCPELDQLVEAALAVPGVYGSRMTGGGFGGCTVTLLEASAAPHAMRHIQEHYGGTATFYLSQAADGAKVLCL
#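 Quantitative HTS: GALK 5 nM, ATP 35 uM, galactose 100 uM, 1 h room temperature, then luciferase-based ATP detection.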
# Tb PFK inh = blocks T. brucei phosphofructokinase; O15648; AID 485367; Potency, µM (highest dose often 57.5 µM), for inactives: at the top dose activity, negative = inhibition, usual class: inhibitors; actives 0.17% (n = 330,000); T. brucei PFK, ADP-Glo luminescence;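 also: potency is read from the fitted curve at half-maximal effect; 0% = uninhibited 1x PFK enzyme wells and -100% = no-enzyme wells; nearly all actives have a fitted effect of over 60% in size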
# Target sequence (O15648 whole entry, looked up): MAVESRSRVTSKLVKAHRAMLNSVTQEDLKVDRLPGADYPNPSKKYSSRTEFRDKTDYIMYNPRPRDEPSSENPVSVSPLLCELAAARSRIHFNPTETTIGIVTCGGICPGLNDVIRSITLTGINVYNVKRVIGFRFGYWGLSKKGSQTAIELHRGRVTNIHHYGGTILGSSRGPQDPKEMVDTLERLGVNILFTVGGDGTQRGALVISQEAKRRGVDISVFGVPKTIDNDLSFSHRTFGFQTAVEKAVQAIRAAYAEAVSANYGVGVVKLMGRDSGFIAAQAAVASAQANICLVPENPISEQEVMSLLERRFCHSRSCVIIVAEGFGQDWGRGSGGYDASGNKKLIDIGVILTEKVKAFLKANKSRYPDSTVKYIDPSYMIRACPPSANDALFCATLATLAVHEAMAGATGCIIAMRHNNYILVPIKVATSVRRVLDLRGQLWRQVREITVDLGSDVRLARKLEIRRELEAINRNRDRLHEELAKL
#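 In TEA buffer at pH 8.0 with 5 mM MgCl2, enzyme (1.25 nM) converted F6P (0.5 mM) and ATP (0.1 mM) for 45 min at room temperature. ADP product was read by luciferase luminescence.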
# TCR activator = T cell receptor activation; primary human leukocytes, anti-CD3, IL-2 HTRF, 48 h; Potency, µM (doses to about 9.22 µM), for the others: at the highest dose activation of IL-2 secretion, usual class: activators; 330,000 tested, under 10 active; AID 504894; also: % of control where 0% means no effect
#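 48 hr co-incubation of compounds, a-CD3 beads and primary human leukocytes; IL-2 quantified homogeneously by HTRF with anti-IL-2 K and d2 conjugates.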
# TSHR antag = antagonists of human thyroid stimulating hormone receptor; P16473; TSHR-expressing cells, TSH-stimulated cAMP HTRF, 2 h; active compounds read low; activity change, negative = inhibition, % at 11.5 µM; actives 0.2% (n = 330,000); AID 504810;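 active = activity change below a set negative limit, meaning inhibition stronger than a set level, cut at about -70% in these data; inconclusive = activity change between two set negative limits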; also: % is scaled to controls: 0 for no effect and ±100 for the full control effect
#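 TSHR-expressing cells, 200/well, pre-treated with compound, then stimulated with EC80 TSH (4nM final) for 2 hours at 37 deg C. cAMP measured by competitive HTRF: anti-cAMP cryptate antibody in lysis buffer plus cAMP-d2, read after 30 minutes at room temperature.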
# BCR signal inh = chronic active BCR signaling inhibition; AID 493014; ABC-DLBCL IkBa-CBG/CBR reporter, luminescence ratio, 4 h; actives 0.05% (n = 340,000); Potency, µM (top dose mostly 46.1 µM), inactives show top-dose ratio change, negative = lower green/red ratio, actives largely listed as inhibitors; active = well fitted inhibition curve with a large enough effect in the signal ratio, with a control signal flat, not every such curve was filed as active; inconclusive = small, poorly fitted or top-dose-only effect, or effect the other way, or a change in a side signal; the % refers to the signal ratio;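 also: potency is read from the fitted curve at half-maximal effect; plate controls were basal doxycycline-induced cells for no effect and cells given 10 µM MG132 for full effect; MG132 reads +100%, hits lower the ratio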
#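 TMD8 ABC-DLBCL cells carrying doxycycline-inducible green luciferase fused to IkappaBalpha plus unfused red luciferase were exposed to compounds (up to 46 uM) for 4 hrs at 37C. Activity came from the overlap-corrected green/red luminescence ratio.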
# hERG WT inh = KCNH2 (human, wildtype) channel inhibition | Q12809 | U2OS, BacMam KCNH2, thallium flux FluxOr; active compounds read low | activity change, % at 1.84 µM | actives 0.37% (n = 340,000) | AID 720551;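 active = maximum activity change below -70%; inconclusive = maximum activity change between -70% and -50%; inactive = maximum activity change above -50%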; also: % is scaled to controls: 0 for no effect and ±100 for the full control effect
#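 U2OS cells were transduced with wild-type KCNH2 virus (2.03 x 10^8 / mL) for 4 h at room temperature, then cultured overnight at 37 C. Thallium flux was read with FluxOr dye. Rate constants were normalized to DMSO controls.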
# Giardia kill = Giardia lamblia killing; Giardia lamblia trophozoite viability; activity change, % at 7.66 µM, hits read low; actives 0.15% (n = 340,000); AID 540267; in the data active = activity change below about -80%; inconclusive = between about -30% and that limit;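 also: parasites exposed to compound for two days anaerobically before the ATP read; % is scaled to controls: 0 for no effect and ±100 for the full control effect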
#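 Luminescent ATP signal served as the viability read-out, measured 15-30 min after adding ATP detection reagent to trophozoites that had been incubated with compounds for 48 hrs at 37 deg C anaerobically at 100 cells/well.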
# AT treatment = potential ataxia-telangiectasia treatment; […] A-T fibroblasts, KAP-1 phosphorylation AlphaLISA; neocarzinostatin DNA damage 30 min before lysis; AID 485349; Potency, µM (top dose mostly 57.5 µM), for the others: top-dose activation, hits mostly activators; actives 0.19% (n = 320,000); also: potency is read from the fitted curve at half-maximal effect; % of control where 0% means no effect; nearly all actives have a fitted effect of over 45% in size
#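 ATM-like activity read as KAP-1 phosphorylation via AlphaLISA donor/acceptor antibody pairs after lysis and 6 hr at 25C. Cells were ATM-null patient fibroblasts ([…], hTERT), dosed 60 min, then exposed to the DSB inducer NCS for 30 min.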
# FBPA coupling cs = coupling enzyme interference in Giardia aldolase counter-screen; coupling enzyme system counterscreen, AmpLite Red fluorescence; activity change, negative = inhibition, % at 58.2 µM, hits read low; actives 0.67% (n = 290,000); AID 2472; in the data active = activity change below about -30%; also: % is scaled to controls: 0 for no effect and ±100 for the full control effect
#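 Coupling enzymes only (glyceraldehyde-3-phosphate) + compound, at 57.5 uM final, 10 min RT; add substrate/coupling/AmpLite Red mix, 20 min RT; fluorescence ex 525/em 598 nm. Actives flag coupling-system interference.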
# CXXC DNA block = MLL CXXC-DNA interaction inhibition; Q03164; MLL-CXXC / FITC-HOXA9 DNA fluorescence polarization; Potency, µM (series often up to 115 µM), for the others: at the highest dose activity change, negative = inhibition, usual class: inhibitors; actives 0.037% (n = 290,000); active = well fitted inhibition curve with a large enough effect in the polarisation, with a control signal flat, not every such curve was filed as active; inconclusive = small, poorly fitted or top-dose-only effect, or effect the other way, or a change in a side signal; inactive = no such curve, though single readings can be large or run the other way; the % refers to the polarisation; also: potency is read from the fitted curve at half-maximal effect
#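 Fluorescence polarization: 7 uM MLL-CXXC (stock) preincubated 5 min with compounds, then 50 nM fluorescein-HOX-A9 DNA (stock) added; 30 min ambient. Buffer 50 mM Tris-HCl pH 7.5, 50 mM NaCl, 1 mM DTT, 0.05% BSA.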
# Starred values were filed as active, the others as inactive; i = inactive; ? = inconclusive; . = no result given; [ ] = dose if it differs, or a comment. Unless noted, calls follow the shape of the dose curve; as a rule, active = well fitted curve in the direction sought with a large enough effect; inconclusive = small, poorly fitted or top-dose-only effect, or another doubt; inactive = no such curve, though single readings can be large; an effect the other way counts as inactive or inconclusive.
SMILES,GALK inh,Tb PFK inh,TCR activator,TSHR antag,BCR signal inh,hERG WT inh,Giardia kill,AT treatment,FBPA coupling cs,CXXC DNA block
COc1ccccc1Oc1ccc(NC(=O)c2ccccc2C)cc1,-2%,0%,4%,-10,?,-30,?,6%,-1,17%
CS(=O)(=O)N(CC(=O)NCc1ccc2c(c1)OCO2)c1ccc(Cl)cc1,1%,3%,.,6,-1%,-4,4,-1%,3,7%
Cc1ccc(-c2nc(C#N)c(N3CCCCC3)o2)cc1,1%,-2%,-2%,-9,6%,5,17,5%,0,3%
NC(=O)c1ccsc1NC(=O)COC(=O)c1cnccn1,.,0%,2%,-3,1%,-30,-2,-6%,.,.
CCOc1ccc(NS(=O)(=O)c2ccc3[nH]cc(C(=O)NCC4CCCO4)c(=O)c3c2)cc1 (configuration not stated),0%,1%,-2%,-15,?,-11,2,.,-1,-7%
C=CCNC(=O)/C(=C/c1ccco1)NC(=O)c1ccc(Br)o1,1%,2%,8%,7,-9%,1,-3,-11%,-20,-4%
CN(Cc1cccc(F)c1)C(=O)c1ccc2c(=O)n3c(nc2c1)CCC3,-5%,0%,8%,-4,2%,0,-6,0%,.,0%
CCOC(=O)C1=C(COC(=O)/C=C/c2cccc(Cl)c2)NC(=O)NC1C (configuration not stated),.,-14%,7%,3,-2%,-10,-9,6%,.,.
CC(C)OC(=O)c1ccc2nc3ccccc3nc2c1,0%,11%,-4%,0,9%,-2,-10,3%,0,14%
c1ccc(CSc2nnc([C@@H]3CCCN3)o2)cc1,-1%,-2%,3%,2,?,0,4,-3%,-1,5%
NS(=O)(=O)c1ccc(CNC(=O)c2sccc2-c2ccccc2)cc1,0%,-2%,-6%,-8,-6%,17,-2,2%,-2,?
CCNc1c(NCC)c(=O)c1=O,0%,1%,-12%,-6,3%,0,-1,-12%,1,0%
CN(C(=O)c1cnccn1)c1c(N)n(Cc2ccccc2)c(=O)[nH]c1=O,.,-5%,6%,24,4%,-5,-1,4%,.,.
CCOC(=O)N1CCC(NC(=O)CS(=O)(=O)Cc2nc(-c3cccc(Cl)c3)oc2C)CC1,9%,-3%,9%,-3,?,2,16,-6%,-14,3%
CCOCCCN(C)C1CCN(C(=O)c2oc3ccccc3c2NC(=O)Cc2ccc([N+](=O)[O-])cc2)CC1,3%,0%,-3%,4,7%,-102*,?,-9%,.,15%
CC(=O)OCCCNc1cc(Sc2ccc(Cl)cc2)c2nonc2c1[N+](=O)[O-],-2%,0%,4%[46.1 µM],30,-3%,5,18,3%,-49*,-9%
O=C(Nc1ncc2c(n1)-c1ccccc1CC2)c1ccc(F)cc1,0%,2%,4%,5,?,15,-9,6%,-4,-3%
COc1ccc(CCN=C(N)C(C)c2ccccc2)cc1OC (configuration not stated),-3%,4%,3%,-2,-16%,-2,-12,4%,3,3%
CC1CN(Cc2cnc(Cl)s2)CC(C)O1 (configuration not stated),1%,-5%,-3%,-4,-4%,-14,-8,2%,3,-5%
CC(=O)c1ccc(Nc2ccc(-c3ccccc3F)nn2)cc1,0%,-2%,3%,3,?,14,-24,-4%,-17,0%
Cc1cccc(Cc2nnc(CCC(=O)N(CC3CC3)CC3CCCO3)o2)c1 (configuration not stated),7%,5%,2%,-2,10%,i,0,9%,2,5%
CN(Cc1ccccn1)Cc1nc(Cc2ccccc2Cl)no1,10%,-1%,1%,-1,4%,6,-1,-3%,1,-3%
Cc1oc2nc(SCC(=O)N3CCCCC3)nc(N)c2c1C,.,0%,13%[46.1 µM],8,2%,-6,-9,-4%,4,-2%
c1coc(CNc2nc(N3CCCCC3)nc3ccccc23)c1,0%,0%,-4%,-8,-3%,14,10,-4%,-4,30%
O=C(C1CCN(S(=O)(=O)c2cccnc2)CC1)N1CCN(C2CCCC2)CC1,2%,17%,0%,13,4%,2,-9,4%,1,-5%
CCc1nnc(NC(=O)CCC(=O)Nc2ccc(OC)cc2OC)s1,8%,-4%,1%,40,-4%,-10,-12,2%,7,9%
Cc1ccc(C(=O)c2ccc(C(F)(F)F)cc2)cc1,.,5%,.,10,13%,.,.,2%,4,.
Cc1ccc(OCC(=O)n2nc(C)cc2C)c(Br)c1,-3%,0%,0%[46.1 µM],-19,?,17,5,0%,0,-7%
COC(=O)C(C)Sc1snnc1-c1ccccc1 (configuration not stated),-2%,-2%,-31%,6,?,8,11,3%,5,0%
CCc1cc2ccc(C)cc2nc1SCC(=O)Nc1c[nH]c(=O)[nH]c1=O,8%,3%,2%,5,?,-1,16,-8%,1,-10%
COc1ccc(C2C=C(c3ccc(C)c(C)c3)Nc3ncnn32)c(OC)c1OC (configuration not stated),2%,-1%,1%,-14,?,-1,5,10%,0,17%
COc1ccc(-n2c(=O)[nH]cc(C(=O)Nc3ccc(NC(C)=O)cc3)c2=O)cc1,4%,3%,.,0,1%,2,14,4%,5,3%
C=CCc1ccc(OCCOCCOc2cccc3cccnc23)c(OC)c1,1%,-1%,-2%[46.1 µM],-6,1%,0,?,4%,-1,9%
C#CCNc1c2c(nc3nnnn13)CCCC2,4%,-4%,4%,-14,6%,1,20,1%,3,15%
CCN(CC)C(=O)c1sc2nc(-c3ccncc3)[nH]c(=O)c2c1C,2%,1%,-12%,-3,-1%,-4,32[activator],-3%,5,1%
O=C1CSCC(=O)N1c1ccccc1,-3%,-3%,-1%,9,?,-1,-25,-1%,0,1%
CCCc1ccc(-c2csc(NC(=O)Cc3cccs3)n2)cc1,1%,5%,1%,-24,?,0,6,-6%,2,17%
FC(F)Oc1ccc(NC(=S)NCc2ccccc2)cc1Cl,-2%,1%,4%,12,4%,-10,-8,1%,1,6%
O=C(Cc1ccccc1)NCCSCc1ccco1,1%,-4%,3%,-8,3%,-26,-1,.,3,4%
Cc1cccc(N2CC3=C(C2=O)C(c2ccccc2)NC(=O)N3C)c1 (configuration not stated),0%,3%,-7%,-6,5%,2,17,3%,-1,2%
COc1cc(-c2nc(-c3ccccc3)c(-c3cccs3)[nH]2)cc(OC)c1O,0%,-3%,4%,-11,?,-6,-15,1%,0,4%
Cc1ccc(C)c(N2CCN(C(=O)C3CCN(S(=O)(=O)c4c(C)noc4C)CC3)CC2)c1,1%,2%,3%,-12,12%,-3,13,-3%,0,1%
Cc1ccc(NCC(=O)N/N=C/c2ccc(OC(=O)c3ccco3)cc2)cc1,-4%,1%,1%,0,?,-13,7,1%,0,103%[activator]
Cc1ccc(CNC(=O)C2CC(c3ccccc3[N+](=O)[O-])=NO2)cc1 (configuration not stated),.,-8%,2%,-18,6%,4,-2,0%,1,-2%
COc1cc(/C=N/NC(=O)C(Cc2c[nH]c3ccccc23)NC(=O)OCC(C)C)cc([N+](=O)[O-])c1O (configuration not stated),0%,7%,13%,-11,1%,-9,-12,-4%,-1,-4%

# Structures from the list above with a Cl atom:
SMILES,GALK inh,Tb PFK inh,TCR activator,TSHR antag,BCR signal inh,hERG WT inh,Giardia kill,AT treatment,FBPA coupling cs,CXXC DNA block
CS(=O)(=O)N(CC(=O)NCc1ccc2c(c1)OCO2)c1ccc(Cl)cc1,1%,3%,.,6,-1%,-4,4,-1%,3,7%
CCOC(=O)C1=C(COC(=O)/C=C/c2cccc(Cl)c2)NC(=O)NC1C (configuration not stated),.,-14%,7%,3,-2%,-10,-9,6%,.,.
CCOC(=O)N1CCC(NC(=O)CS(=O)(=O)Cc2nc(-c3cccc(Cl)c3)oc2C)CC1,9%,-3%,9%,-3,?,2,16,-6%,-14,3%
CC(=O)OCCCNc1cc(Sc2ccc(Cl)cc2)c2nonc2c1[N+](=O)[O-],-2%,0%,4%[46.1 µM],30,-3%,5,18,3%,-49*,-9%
CC1CN(Cc2cnc(Cl)s2)CC(C)O1 (configuration not stated),1%,-5%,-3%,-4,-4%,-14,-8,2%,3,-5%
CN(Cc1ccccn1)Cc1nc(Cc2ccccc2Cl)no1,10%,-1%,1%,-1,4%,6,-1,-3%,1,-3%
FC(F)Oc1ccc(NC(=S)NCc2ccccc2)cc1Cl,-2%,1%,4%,12,4%,-10,-8,1%,1,6%

# Screening results from PubChem.
